hcDAF-12 act = activators of H. contortus DAF-12 nuclear receptor; hit rate 1.4% among 370,000; HEK293 hcDAF-12 lit1-tk-luc reporter, luminescence; 0% DMSO, 100% Δ7-dafachronic acid; activation, % at 6.8 µM; AID 652067;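 active means activation above the mean of all tested compounds plus 3 SD, cut at about 5.5% in these data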;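 further: 100% = response to 3 µM Δ7-dafachronic acid high control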
hgDAF12 agonist = activates the H. glycines DAF-12 receptor ligand-binding domain | HEK293 GAL4-hgDAF12 UAS-luciferase reporter, agonist luminescence; normalized to butyrate control | activation, % at 6.8 µM | hit rate 1.8% among 370,000 | AID 687014;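 active means activation above a cutoff set at the mean of all screened compounds plus 3 SD, cut at about 10% in these data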;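 further: 0% = DMSO wells and 100% = sodium butyrate wells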
SMARCA2 activ = activators of SMARCA2 function; MG213 cells, MMTV-luciferase reporter, dexamethasone, overnight; activation, % at 9.1 µM; hit rate 1% among 370,000; in the data active means activation above about 7.8%;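 further: 0% = vehicle wells and 100% = reference activator wells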
GAA850 FXN act = activators of GAA850 frataxin (FXN) promoter; HEK293 lucGAA850 FXN promoter luciferase reporter, 24 h; percent of 10 µM SAHA response; activation, % at 6 µM; hit rate 0.56% among 360,000; AID 540364;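 active means activation above the average of all compounds screened plus 3 SD, cutoff fixed separately per campaign, cut at about 7.5% in these data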;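 further: 0% = DMSO wells and 100% = 10 µM SAHA wells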
NPR1 activator = GC-A (human) enzyme activation; hit rate 0.14% among 370,000; activation, % at 10 µM; P16066; HEK293 GC-A cells, cGMP TR-FRET, EC30 ANP; 0% at EC30 ANP, 100% saturating ANP; in the data active means activation above about 40%
PG9 Ab binder = binds the HIV-1 gp120 antibody PG9; hit rate 0.43% among 360,000; TR-FRET gp120-PG9 antibody binding; inhibition, % at 6.7 µM; AID 624416; in the data active means inhibition above about 8.5%
ssDAF12 agonist = S. stercoralis DAF-12 activation, primary screen; HEK293 ssDAF-12/GRIP1 lit1-tk-luc reporter, luminescence; % of 3 µM dafachronic acid response; activation, % at 6.8 µM; hit rate 1% among 370,000; AID 652126;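 active means activation above the mean over all tested compounds plus 3 SD, cut at about 0.9% in these data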;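 further: 0% = DMSO-only wells and 100% = 3 µM delta7-dafachronic acid wells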
ADAM17 inh = ADAM17 inhibition, QFRET primary screen | AID 720648 | hit rate 0.83% among 370,000 | recombinant ADAM17, EDANS/DABCYL FRET peptide cleavage | P78536 | inhibition, % at 6.95 µM;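 active means inhibition above the mean of compounds lying between control limits plus 3 SD, set per campaign, cut at about 8.5% in these data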;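 further: 0% = DMSO-only wells as the low control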
DAX1 inh-1 = inhibits human nuclear receptor DAX1; HEK293 Gal4-DAX1 luciferase reporter, luminescence; AID 504766; hit rate 0.99% among 340,000; P51843; inhibition, % at 6.75 µM;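 active means inhibition above the mean over all tested compounds plus 3 SD, cut at about 4.2% in these data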;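 further: 0% = DAX1-transfected cells with DMSO and 100% = empty-vector control cells with DMSO; inhibition shows as a rise in luminescence from relieved DAX1 repression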
Target sequence (P51843 207-470 limits assumed): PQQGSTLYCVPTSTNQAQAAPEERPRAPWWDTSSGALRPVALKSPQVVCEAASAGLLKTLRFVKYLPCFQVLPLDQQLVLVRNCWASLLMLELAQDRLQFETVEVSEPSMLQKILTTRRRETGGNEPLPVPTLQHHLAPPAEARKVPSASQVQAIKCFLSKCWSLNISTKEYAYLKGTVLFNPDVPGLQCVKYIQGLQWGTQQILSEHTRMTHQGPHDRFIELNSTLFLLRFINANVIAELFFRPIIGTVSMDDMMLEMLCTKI
DAX1 inh-2 = DAX1 (NR0B1) inhibition, primary screen | AID 652010 | inhibition, % at 6.8 µM | hit rate 1.1% among 370,000 | HEK293T StAR-luciferase reporter, SF-1/DAX-1 repression relief;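 active means inhibition above the mean over all tested compounds plus 3 SD, cut at about 3.6% in these data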;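 further: 0% = DAX-1 cells with DMSO and 100% = cells lacking DAX-1 with DMSO; higher inhibition means more luminescence from relief of DAX-1 repression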
ADAM10 inh = ADAM10 inhibition, QFRET primary screen; O14672; recombinant ADAM10, EDANS/DABCYL FRET peptide cleavage, 3 h; inhibition, % at 7 µM; hit rate 0.62% among 370,000;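 active means inhibition above a per-campaign cutoff equal to the mean of compounds falling between control-based bounds plus 3 SD, cut at about 20% in these data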;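 further: 0% = DMSO wells while the 100% control is not disclosed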
Target sequence (O14672 214-748 limits assumed): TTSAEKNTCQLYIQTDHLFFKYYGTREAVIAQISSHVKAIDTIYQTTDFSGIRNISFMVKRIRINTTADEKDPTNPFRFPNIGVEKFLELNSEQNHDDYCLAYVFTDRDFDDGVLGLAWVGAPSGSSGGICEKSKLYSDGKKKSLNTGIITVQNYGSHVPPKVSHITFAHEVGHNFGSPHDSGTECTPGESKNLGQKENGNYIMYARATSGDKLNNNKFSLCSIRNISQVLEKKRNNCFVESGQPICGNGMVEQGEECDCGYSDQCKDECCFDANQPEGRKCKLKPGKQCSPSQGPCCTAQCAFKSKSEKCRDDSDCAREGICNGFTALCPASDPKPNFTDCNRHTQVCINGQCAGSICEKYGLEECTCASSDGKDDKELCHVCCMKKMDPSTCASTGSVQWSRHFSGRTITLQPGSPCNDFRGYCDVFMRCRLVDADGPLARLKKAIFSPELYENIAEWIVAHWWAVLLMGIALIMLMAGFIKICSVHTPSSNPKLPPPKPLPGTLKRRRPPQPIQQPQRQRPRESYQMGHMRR
Starred values were filed as active, the others as inactive.

For Cc1c(C(=O)NCc2cccnc2)sc2nc(-c3ccc(F)cc3)cn12 the results were hcDAF-12 act -1.5, hgDAF12 agonist 0.3, SMARCA2 activ -1, GAA850 FXN act 0.7, NPR1 activator 15, PG9 Ab binder -1.6, ssDAF12 agonist -1.6, ADAM17 inh -1, DAX1 inh-1 -1.8, DAX1 inh-2 0.2 and ADAM10 inh -6.
For CC1(C)C(=O)Nc2ccccc2N1C(=O)COC(=O)COc1ccc(C#N)cc1 the results were hcDAF-12 act 0.5, hgDAF12 agonist -1.1, SMARCA2 activ -1, GAA850 FXN act 2.2, NPR1 activator 5, PG9 Ab binder 0.7, ssDAF12 agonist -0.9, ADAM17 inh -3, DAX1 inh-1 0.8, DAX1 inh-2 -0.8 and ADAM10 inh -5.
Screening NC(=O)c1ccc(NC(=O)c2cccc3c2OCCCO3)cc1 returned hcDAF-12 act -2.9, hgDAF12 agonist 0.3, SMARCA2 activ 0, GAA850 FXN act 0.7, NPR1 activator -5, PG9 Ab binder 0.0, ssDAF12 agonist -0.4, ADAM17 inh -3, DAX1 inh-2 0.0 and ADAM10 inh -3.
Screening O=C(C1CCN(S(=O)(=O)c2cc(Cl)ccc2Cl)CC1)N1CCCC1 returned hcDAF-12 act -1.8, hgDAF12 agonist -3.6, SMARCA2 activ -2, GAA850 FXN act 3.5, NPR1 activator 4, PG9 Ab binder -0.7, ssDAF12 agonist -0.2, ADAM17 inh -2, DAX1 inh-1 1.3, DAX1 inh-2 0.3 and ADAM10 inh 4.
Screening O=C(c1cc2nc(-c3ccccc3)cc(C(F)(F)F)n2n1)N1CCN2CCCC2C1 (configuration not stated) returned hcDAF-12 act -2.2, hgDAF12 agonist -1.0, SMARCA2 activ -1, GAA850 FXN act 2.2, NPR1 activator 13, PG9 Ab binder -2.0, ssDAF12 agonist -1.2, ADAM17 inh -12, DAX1 inh-1 -0.6, DAX1 inh-2 -0.2 and ADAM10 inh -36.
For COCCNC(=O)CSc1nc2ccccc2c2nc(C)nn12 the results were hcDAF-12 act -0.7, hgDAF12 agonist -1.4, SMARCA2 activ -2, GAA850 FXN act 1.3, NPR1 activator 4, PG9 Ab binder 0.0, ssDAF12 agonist -1.0, ADAM17 inh -3, DAX1 inh-1 1.6, DAX1 inh-2 -0.5 and ADAM10 inh -3.
`Cc1ccc(-n2cc3c(-c4cccc(Br)c4)nnc(C)c3n2)cc1` gave hcDAF-12 act -2.1, hgDAF12 agonist -1.2, SMARCA2 activ -5, GAA850 FXN act 1.0, NPR1 activator 2, PG9 Ab binder 1.4, ssDAF12 agonist -0.8, ADAM17 inh 7, DAX1 inh-1 -0.1, DAX1 inh-2 0.0 and ADAM10 inh 8.
`COc1ccc(OC)c(NC(=O)c2cc(-c3cc(C)ccc3O)n[nH]2)c1` gave hcDAF-12 act 0.8, hgDAF12 agonist 1.3, SMARCA2 activ 1, GAA850 FXN act 3.7, NPR1 activator -2, PG9 Ab binder -1.0, ssDAF12 agonist -1.4, ADAM17 inh -36, DAX1 inh-1 -1.0, DAX1 inh-2 -0.6 and ADAM10 inh -91.
Screening COc1cc2ccccc2cc1C(=O)NC(=S)Nc1cccc(C(=O)O)c1C returned hcDAF-12 act 0.6, hgDAF12 agonist -3.1, SMARCA2 activ 0, GAA850 FXN act 2.5, NPR1 activator 4, PG9 Ab binder 0.4, ssDAF12 agonist -0.3, ADAM17 inh -5, DAX1 inh-1 2.0, DAX1 inh-2 0.2 and ADAM10 inh -14.
N#Cc1nc(-c2cccs2)oc1NCc1ccc(Cl)cc1 was read as hcDAF-12 act -1.3, hgDAF12 agonist 2.5, SMARCA2 activ -3, GAA850 FXN act 1.4, NPR1 activator 14, PG9 Ab binder 0.9, ssDAF12 agonist -1.3, ADAM17 inh -208, DAX1 inh-1 0.3, DAX1 inh-2 -0.2 and ADAM10 inh inactive.
Screening O=C(NCc1cccnc1)c1ccc(COc2cccc3ccccc23)o1 returned hcDAF-12 act 0.8, hgDAF12 agonist -4.7, SMARCA2 activ -8, GAA850 FXN act 2.5, NPR1 activator -4, PG9 Ab binder 0.6, ssDAF12 agonist -0.5, ADAM17 inh -1, DAX1 inh-1 -0.8, DAX1 inh-2 -0.2 and ADAM10 inh -1.
Screening Cc1ccc(-c2ccc3nnc(SCC(=O)NCC4CCCO4)n3n2)cc1 (configuration not stated) returned hcDAF-12 act 1.9, hgDAF12 agonist -1.7, SMARCA2 activ -4, GAA850 FXN act -0.5, NPR1 activator 1, PG9 Ab binder 0.4, ssDAF12 agonist -1.5, ADAM17 inh -10, DAX1 inh-1 2.0, DAX1 inh-2 -0.3 and ADAM10 inh -31.
COc1ccc(C2=NNC(c3cccnc3)=Nc3ccccc32)cc1 was read as hcDAF-12 act -0.6, hgDAF12 agonist 1.0, SMARCA2 activ -3, GAA850 FXN act 2.8, NPR1 activator -4, PG9 Ab binder 0.2, ssDAF12 agonist -1.7, ADAM17 inh 1, DAX1 inh-1 0.1, DAX1 inh-2 -0.2 and ADAM10 inh 2.
O=C(NN1C(=O)c2ccccc2C1=O)C1C2CCCCC21 (configuration not stated) was read as hcDAF-12 act 1.1, hgDAF12 agonist -1.8, SMARCA2 activ -2, GAA850 FXN act 0.7, NPR1 activator 1, PG9 Ab binder -0.1, ssDAF12 agonist -0.9, ADAM17 inh 1, DAX1 inh-1 -1.9, DAX1 inh-2 0.8 and ADAM10 inh -7.
`Nc1cc(C(=O)OCC(=O)N2CCC(Cc3ccccc3)CC2)ccc1Cl` gave hcDAF-12 act 0.6, hgDAF12 agonist 4.0, SMARCA2 activ -2, GAA850 FXN act 3.0, NPR1 activator 1, PG9 Ab binder -0.8, ssDAF12 agonist -1.2, ADAM17 inh -3, DAX1 inh-1 -0.9, DAX1 inh-2 0.2 and ADAM10 inh -10.
`COC(=O)C12C=C3CC(C4CC4)=C3C(=O)N1Cc1[nH]c3ccccc3c1C2` (configuration not stated) gave hcDAF-12 act 4.2, hgDAF12 agonist 0.2, SMARCA2 activ 0, NPR1 activator -16, ssDAF12 agonist -0.3, ADAM17 inh -18, DAX1 inh-2 -1.7 and ADAM10 inh -67.
`Cc1cc(N/C=C2\CCCCC2=O)no1` gave hcDAF-12 act 0.2, hgDAF12 agonist 3.2, SMARCA2 activ -1, GAA850 FXN act 0.2, NPR1 activator 2, PG9 Ab binder 0.7, ssDAF12 agonist -1.2, ADAM17 inh 3, DAX1 inh-1 0.4, DAX1 inh-2 -0.2 and ADAM10 inh 0.
`c1ccc(-c2ccc(CN3CCSCC3)cc2)cc1` gave hcDAF-12 act -1.9, hgDAF12 agonist 1.1, SMARCA2 activ 0, GAA850 FXN act 0.7, NPR1 activator -2, PG9 Ab binder 1.8, ssDAF12 agonist -0.4, ADAM17 inh -1, DAX1 inh-1 3.4, DAX1 inh-2 -0.1 and ADAM10 inh -2.
`CCCC(=O)n1nc(-c2cccnc2)nc1N` gave hcDAF-12 act -1.2, hgDAF12 agonist 1.1, SMARCA2 activ -1, GAA850 FXN act 0.2, NPR1 activator -2, PG9 Ab binder -1.0, ssDAF12 agonist -1.2, ADAM17 inh -1, DAX1 inh-1 0.4, DAX1 inh-2 0.0 and ADAM10 inh 7.
`COC(=O)c1[nH]c2ccccc2c1NC(=O)c1ccccc1[N+](=O)[O-]` gave hcDAF-12 act 3.2, hgDAF12 agonist -1.4, SMARCA2 activ -2, GAA850 FXN act 3.3, NPR1 activator -2, PG9 Ab binder -1.7, ssDAF12 agonist -0.1, ADAM17 inh 0, DAX1 inh-1 1.2, DAX1 inh-2 -0.6 and ADAM10 inh 2.
Screening CCOc1ccc(NC(=O)c2c3c(nc4ccccc24)CCC3)cc1 returned hcDAF-12 act -2.1, hgDAF12 agonist 0.5, SMARCA2 activ -1, GAA850 FXN act -0.2, NPR1 activator 3, PG9 Ab binder -0.7, ssDAF12 agonist -1.6, ADAM17 inh -2, DAX1 inh-1 -0.4, DAX1 inh-2 0.3 and ADAM10 inh -9.
`COc1ccccc1/C=C/CN1CC(C)OC(C)C1` (configuration not stated) gave hcDAF-12 act -0.4, hgDAF12 agonist -2.1, SMARCA2 activ -3, GAA850 FXN act -0.6, NPR1 activator 1, PG9 Ab binder -1.9, ssDAF12 agonist -1.3, ADAM17 inh -5, DAX1 inh-1 0.9, DAX1 inh-2 0.0 and ADAM10 inh -2.
`Cc1cc(C)n(Cc2ccc(C(=O)O)cc2)n1` gave hcDAF-12 act -2.0, hgDAF12 agonist 1.1, SMARCA2 activ 5, GAA850 FXN act 1.3, NPR1 activator 1, PG9 Ab binder -0.4, ssDAF12 agonist -1.3, ADAM17 inh 0, DAX1 inh-1 0.9, DAX1 inh-2 0.3 and ADAM10 inh 4.
`Cc1cc2cc(CCNS(C)(=O)=O)c(=O)[nH]c2cc1C` gave hcDAF-12 act -1.3, hgDAF12 agonist 0.5, SMARCA2 activ 0, GAA850 FXN act -1.8, NPR1 activator 1, PG9 Ab binder -1.5, ssDAF12 agonist -0.9, ADAM17 inh -11, DAX1 inh-1 0.7, DAX1 inh-2 -0.1 and ADAM10 inh -38.
For CP(=O)(COC(=O)c1ccccc1)COC(=O)c1ccccc1 the results were hcDAF-12 act 1.2, hgDAF12 agonist 0.6, SMARCA2 activ 2, GAA850 FXN act -2.2, NPR1 activator 0, PG9 Ab binder -1.1, ssDAF12 agonist -1.0, ADAM17 inh -2, DAX1 inh-1 -0.2, DAX1 inh-2 0.1 and ADAM10 inh 0.
Screening Cc1ccc(S(=O)(=O)N2CCC(Oc3ccc(-n4cnnn4)cc3)CC2)cc1 returned hcDAF-12 act -0.9, hgDAF12 agonist 0.2, SMARCA2 activ 1, GAA850 FXN act 1.1, NPR1 activator -3, PG9 Ab binder 0.0, ssDAF12 agonist -1.0, ADAM17 inh -1, DAX1 inh-1 0.9, DAX1 inh-2 -0.1 and ADAM10 inh -7.
For COCCNc1nc(N)c([N+](=O)[O-])c(NCCO)n1 the results were hcDAF-12 act 0.3, hgDAF12 agonist 0.0, SMARCA2 activ 0, GAA850 FXN act -1.2, NPR1 activator 2, PG9 Ab binder 0.4, ssDAF12 agonist -1.3, ADAM17 inh 2, DAX1 inh-1 3.2, DAX1 inh-2 0.8 and ADAM10 inh 8.
CCOC(=O)N1CCN(C(=O)Cn2ccc3c(OC)cccc3c2=O)CC1 was read as hcDAF-12 act -0.7, hgDAF12 agonist 0.4, SMARCA2 activ -2, GAA850 FXN act -1.3, NPR1 activator 0, PG9 Ab binder -1.1, ssDAF12 agonist -1.1, ADAM17 inh -10, DAX1 inh-1 0.5, DAX1 inh-2 -0.2 and ADAM10 inh -50.
`CCOc1ccccc1C(=O)N(CN1CCCC1=O)c1ccc(C)c(Cl)c1` gave hcDAF-12 act 0.7, hgDAF12 agonist 2.6, SMARCA2 activ 0, GAA850 FXN act -2.0, NPR1 activator -15, PG9 Ab binder -2.3, ssDAF12 agonist -0.4, ADAM17 inh -3, DAX1 inh-1 -0.2, DAX1 inh-2 -1.2 and ADAM10 inh 7.

Assay outcomes deposited in PubChem by several laboratories.
